D2 potentiator = positive allosteric modulators of human D2 dopamine receptor; P14416; HEK293 T-REx D2, calcium flux, EC20 dopamine potentiation; potentiation, % at 10 µM; hit rate 0.34% among 340,000;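 active = potentiation over 3 SD above the plate norm, cut at about 30% in these data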; also: 0% is about no effect
Target sequence (P14416 whole entry, looked up): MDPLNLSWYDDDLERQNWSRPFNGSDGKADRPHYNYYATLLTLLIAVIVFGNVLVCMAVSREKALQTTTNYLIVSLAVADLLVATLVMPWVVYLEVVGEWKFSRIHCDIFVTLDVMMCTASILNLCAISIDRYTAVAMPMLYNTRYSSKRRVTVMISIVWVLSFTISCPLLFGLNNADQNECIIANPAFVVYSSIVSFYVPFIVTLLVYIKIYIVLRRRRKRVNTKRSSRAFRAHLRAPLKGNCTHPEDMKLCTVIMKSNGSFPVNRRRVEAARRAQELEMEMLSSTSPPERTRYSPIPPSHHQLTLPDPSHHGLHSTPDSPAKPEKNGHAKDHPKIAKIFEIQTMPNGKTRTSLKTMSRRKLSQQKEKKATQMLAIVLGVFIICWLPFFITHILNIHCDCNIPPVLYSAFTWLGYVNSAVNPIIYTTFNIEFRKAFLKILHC
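Tetracycline-induced HEK293 T-REx cells force-coupled to calcium signalling expressed D2; compounds were pin-added after a 10 s baseline, read kinetically 180 s, then an EC20 dopamine challenge followed with a further 180 s calcium read.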
TRHR PAM = allosterically enhances the human TRH receptor; AID 493056; enhancement, % at 2 µM; TRHR cells, fluo-8 calcium fluorescence, EC20 TRH enhancement; P34981; hit rate 0.66% among 360,000; in the data active = enhancement above about 30%; also: 0% is about no effect
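TRHR-expressing cells loaded with fluo-8 calcium dye were read kinetically (ex 480/em 530) during compound addition, then stimulated with an EC20 of TRH (10 nM final). Enhancement of the Gq-mediated intracellular calcium response was scored.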
RXFP1 ag = activates the human relaxin receptor RXFP1; HEK293T-RXFP1 cAMP TR-FRET, 30 min; response scale: percent of porcine relaxin response, buffer zero; Potency, µM (highest dose often 57.5 µM), inactives show at the highest dose activation, usual class: activators; Q9HBX9; hit rate 0.3% among 370,000; active = well fitted activation curve with a large enough effect; also: potency is read from the fitted curve at half-maximal effect; % is scaled to controls: 0 for no effect and ±100 for the full control effect; nearly all actives have a fitted effect of over 60% in size; many of its hits are not listed in these tables
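HEK293 cells stably expressing RXFP1, treated 30 min at 37C with compounds plus PDE4 inhibitor Ro 20174; cAMP measured by HTRF TR-FRET. Normalized to buffer and 29 nM porcine relaxin; EC50 by Hill fit.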
D1 agonist = activates the human D1 dopamine receptor | HEK293 T-REx D1 cells, calcium flux, agonist mode | activation, % at 2 µM | hit rate 1% among 360,000; in the data active = activation above about 30%; also: 0% is about no effect
Target sequence (P21728 whole entry, looked up): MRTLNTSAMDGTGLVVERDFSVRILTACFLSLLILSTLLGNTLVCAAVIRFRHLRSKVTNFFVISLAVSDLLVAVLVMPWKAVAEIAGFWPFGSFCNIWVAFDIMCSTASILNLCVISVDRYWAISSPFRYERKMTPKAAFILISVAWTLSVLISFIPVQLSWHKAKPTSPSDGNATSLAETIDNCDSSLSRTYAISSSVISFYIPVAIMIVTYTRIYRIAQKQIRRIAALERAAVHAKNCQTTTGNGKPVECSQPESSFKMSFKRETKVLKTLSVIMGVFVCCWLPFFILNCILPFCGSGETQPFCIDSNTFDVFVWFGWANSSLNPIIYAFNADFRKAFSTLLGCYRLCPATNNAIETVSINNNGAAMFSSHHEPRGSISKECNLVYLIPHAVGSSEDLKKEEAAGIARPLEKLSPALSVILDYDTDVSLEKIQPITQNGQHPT
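Tetracycline-induced HEK293 TREx D1 cells, force-coupled to calcium signalling, were dye-loaded with a no-wash calcium kit. Compound was pin-added after a 10 s baseline. Fluorescence was read kinetically at 1 cycle/s for 180 s, with calcium rises flagged as agonism.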
D2 agonist = agonists of human D2 dopamine receptor | AID 485358 | hit rate 0.53% among 340,000 | HEK293 T-REx D2 cells, calcium flux agonist mode | activation, % at 2 µM | P14416;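 active = activation over 3 SD above normal in the single-dose calcium agonist read, cut at about 30% in these data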; also: 0% is about no effect
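Calcium-flux readout, 1 cycle/sec over 180 s following compound pin transfer, in inducible HEK293 Trex D2 cells (force-coupled); dopamine controls included. Positive calcium responses during this window marked compounds as potential agonists.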
D1 antagonist = human D1 dopamine receptor antagonism; hit rate 3.2% among 360,000; activity change, negative = inhibition, % at 10 µM; P21728; HEK293 TREx D1 cells, calcium flux, dopamine EC80; hits give low values; in the data active = activity change below about -30%; also: % is scaled to controls: 0 for no effect and ±100 for the full control effect
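Kinetic fluorescence of a calcium dye serves as the read-out. D1-expressing Hek293 Trex cells, induced overnight at 30 C, are exposed to compound for 180 s before an EC80 dopamine addition, then read 180 s further.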
D2 antag = antagonists of human D2 dopamine receptor | hit rate 2% among 340,000 | P14416 | AID 485344 | inhibition, % at 10 µM | HEK293 TREx D2 cells, calcium flux, dopamine EC80; in the data active = inhibition above about 30%; also: 0% is about no effect
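HEK293 T-REx D2 cells, tet-induced, calcium dye no-wash. Cpd pintool add, 180 s kinetic, then EC80 DA, 180 s kinetic. Ca flux read.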
RXFP1 antag = RXFP1 (human) relaxin receptor antagonism; hit rate 0.59% among 350,000; Q9HBX9; activity change, negative = inhibition, % at 57.5 µM; HEK293-RXFP1, relaxin-stimulated cAMP HTRF, 30 min; hits give low values;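 active = activity change of -60% or lower, but not beyond a set lower limit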; also: % is scaled to controls: 0 for no effect and ±100 for the full control effect
D1 potentiator = enhances dopamine response at the human D1 receptor; P21728; HEK293 TREx D1 cells, calcium flux, dopamine EC20 potentiation; potentiation, % at 10 µM; hit rate 0.036% among 360,000; AID 504651; in the data active = potentiation above about 30%; also: 0% is about no effect
* hit, by the source's call; nt = not tested or not shown.

SMILES | D2 potentiator | TRHR PAM | RXFP1 ag | D1 agonist | D2 agonist | D1 antagonist | D2 antag | RXFP1 antag | D1 potentiator
Cc1ccc(CCNC(=O)C2CCN(c3nn4c(=O)cc(C)nc4s3)CC2)cc1 | 6.5 | 1.5 | 6.4% | 0.6 | -0.2 | 2.8 | -0.9 | 10.1 | -1.1
Cc1cc(C)nc(NC(=O)C(C)N2C(=O)c3ccccc3C2=O)n1 (stereo not drawn) | -0.4 | -0.5 | -0.6% | 2.3 | 0.1 | 4.3 | 35.4* | -3.8 | 7.9
O=C(CN1C(=O)COc2ccc(S(=O)(=O)N3CCCCCC3)cc21)N1CCN(c2cccc(C(F)(F)F)c2)CC1 | 0.8 | -6.0 | -0.5% | 1.7 | 1.2 | -0.9 | nt | nt | 6.0
Cc1ccc2cccc(Oc3ncnc4sc(C)c(C)c34)c2n1 | 1.1 | -2.5 | 0.5% | 0.2 | -1.1 | 7.6 | -1.4 | 4.7 | -3.9
Cc1cccc(OCCn2c(-c3ccc(Cl)cc3)nc3ccccc3c2=O)c1C | 1.6 | -0.9 | 1.7% | 0.7 | 0.7 | 7.5 | nt | 1.2 | 0.3
Cc1[nH]c2ccccc2c1C(=O)CSc1nnc(C2CC2)o1 | -7.0 | 6.4 | 3.6% | 0.6 | 0.2 | 7.2 | 6.0 | -3.8 | 2.0
CS(=O)(=O)c1ccc2nc(NC(=O)C3CC(=O)N(c4ccccc4)C3)sc2c1 (stereo not drawn) | nt | -6.7 | 1.3% | 3.6 | nt | -0.2 | nt | -8.4 | 0.5
Cc1nnn(-c2nonc2N)c1C(=O)N/N=C/c1cccc2ccccc12 | -5.5 | 5.8 | 1.0% | 0.9 | -0.3 | -9.5 | 6.7 | -4.1 | -0.6
Cc1ccc(C(=O)CNc2nc3c(c(=O)[nH]c(=O)n3C)n2Cc2ccccc2)cc1 | -1.2 | -4.3 | -0.1% | 0.0 | 0.1 | -5.3 | -4.0 | -11.6 | -3.4
CCCCNC(=O)O[C@H]1C[C@@H]2CCN3C(=O)CCC[C@H]([C@H]1Cc1ccccc1)[C@H]23 | -6.8 | 6.4 | -0.9% | -0.2 | -0.1 | -19.4 | -9.1 | nt | -4.8
O=C(Nc1ccc2ccccc2c1)c1ccc(Cl)cc1Cl | -13.3 | -6.9 | -2.2% | 1.8 | -0.7 | 9.1 | -25.3 | -11.5 | -1.4
COc1cc(CNC(C)(C)CO)ccc1OCC(=O)Nc1ccc(Br)cc1 | 5.3 | 0.3 | 2.0% | 4.3 | 0.5 | -6.8 | -6.6 | -3.6 | -5.3
O=C(CNS(=O)(=O)c1ccccc1)N1CCN(c2ccccc2)CC1 | 0.4 | -1.2 | 0.6% | 2.0 | 0.5 | -1.3 | 5.6 | 5.7 | 1.1
S=c1[nH]nc(-c2ccncc2)n1/N=C/c1cn(-c2ccccc2)nc1-c1ccccc1 | 20.3 | 30.2* | 2.8% | 4.9 | 13.4 | -5.9 | -19.3 | -35.9 | -0.5
COc1ccc(C(C)(C)C)cc1NC(=O)c1ccc2c(c1)SC1=NS(=O)(=O)CCN12 | -3.1 | 4.1 | 5.0% | -2.7 | -0.6 | 27.5 | 1.8 | 2.0 | -2.1
COCc1cc(C)nc2sc(C(=O)OC(C)C)c(N)c12 | -4.4 | 0.8 | 7.6% | 1.8 | -0.9 | 1.8 | 19.4 | 6.2 | 0.7
COc1cccc(N2CC(NC(=O)Cc3cccs3)CC2=O)c1 (stereo not drawn) | -2.4 | 2.3 | 3.9% | -3.3 | -0.4 | nt | nt | -1.0 | -1.1
Oc1ccccc1CN1CCN(C(O)(c2ccccc2)c2ccccc2)CC1 | -13.9 | -2.9 | 1.4% | 2.3 | nt | -14.3 | nt | -8.0 | -19.1
N#CC1=C(N)Oc2cc(N)ccc2C1c1ccc(Cl)cc1 (stereo not drawn) | 5.4 | 17.7 | -0.8% | 5.2 | 1.1 | -0.6 | 0.2 | 4.5 | -2.5
O=C(Cc1ccc(F)cc1)NCCc1ccccc1 | 1.2 | 10.3 | 1.8% | 0.6 | 0.3 | -4.4 | 7.0 | -1.4 | -3.0
CCc1noc(C)c1C(=O)N(C)CC(=O)Nc1cccc(OC)c1 | 8.6 | -0.7 | 0.2% | 4.1 | 0.1 | 10.8 | 3.0 | 3.4 | -1.1
Cc1nn(-c2ccccc2)c2sc(C(=O)Nc3cccc(Br)c3)cc12 | 7.6 | 2.4 | 0.4% | 11.5 | 1.4 | 7.1 | nt | -7.2 | -1.3
Cc1ccc(NC(=O)Nc2cnc3ccccc3c2)cc1 | -1.8 | 7.8 | -1.0% | 8.3 | -0.3 | -2.8 | -6.0 | -24.6 | -5.3
CCOC(=O)C1(Cc2ccccc2C)CCCN(C(=O)c2ccc(COC)o2)C1 (stereo not drawn) | 1.4 | 2.6 | 1.4% | -0.1 | 0.0 | -9.3 | -9.0 | -11.6 | 1.9
O=C(CN1CCc2ccccc2C1)Nc1cc(S(=O)(=O)N2CCOCC2)ccc1N1CCOCC1 | 10.0 | 2.0 | 0.6% | -0.2 | 3.1 | -26.8 | -3.0 | 17.8 | -7.6
COc1ccccc1/C=C1\Cc2ccccc2C1=O | -2.4 | 5.8 | -2.6% | 3.7 | 0.9 | 2.9 | -22.3 | -7.7 | -10.3
c1coc(CNc2ncnc3[nH]ncc23)c1 | 2.0 | 7.5 | 4.9% | 6.0 | 1.2 | -40.7* | -14.4 | 8.6 | -4.3
COC(/C=C/Nc1ccc(Br)cc1)=C(C#N)C#N | -9.5 | -2.0 | 0.4% | 0.8 | 0.7 | -6.6 | -9.4 | -8.2 | 5.9
O=C(CCc1nc2ccccc2n1-c1ccccc1)NCCO | 7.9 | 2.9 | 3.2% | 0.1 | 0.1 | 8.9 | -13.4 | 8.0 | -4.5
COc1ccc(C(=O)N2CCCCCC2)cc1S(=O)(=O)N1CCOCC1 | 3.2 | 1.7 | 2.6% | 1.0 | 2.2 | 15.5 | 2.5 | -7.5 | 8.8
Cc1cc(C)n2nc(CNC(=O)c3cccc(N(C)C)c3)nc2n1 | 2.5 | -4.5 | 0.8% | -1.3 | -0.4 | 7.7 | nt | -8.4 | -2.0
CCCOc1ccc(C(=O)NC(=S)NNC(=O)c2c(-c3ccccc3)noc2C)cc1 | -12.0 | -7.4 | -4.5% | 207.3* | 70.0* | 121.3 | 24.6 | 2.1 | 18.8
COc1cc(C(=O)N2CCN(C(=O)c3cccc4ccccc34)CC2)cc(OC)c1OC | -0.4 | 4.4 | 2.4% | 0.8 | -0.3 | 1.1 | 0.7 | 1.1 | -6.1
O=C(Nc1sc2c(c1C(=O)O)CCCCC2)c1ccccc1F | -5.8 | -1.0 | 1.3% | 0.6 | 1.6 | 0.2 | 11.7 | -14.3 | 4.5
C/C(N)=C(\C#N)C(=O)NCCc1ccccn1 | nt | 0.5 | 0.6% | 1.6 | -1.1 | -1.2 | 10.3 | 6.3 | -4.5
O=C(Nc1nc2ccccc2[nH]1)C1CCCO1 (stereo not drawn) | -2.6 | 1.3 | -0.2% | -0.6 | -0.8 | 0.1 | 14.7 | 17.2 | 2.1

Single records, from the list above.
C/C(N)=C(\C#N)C(=O)NCCc1ccccn1 in the list: D2 potentiator: nt; TRHR PAM: 0.5; RXFP1 ag: 0.6%; D1 agonist: 1.6; D2 agonist: -1.1; D1 antagonist: -1.2; D2 antag: 10.3; RXFP1 antag: 6.3; D1 potentiator: -4.5
O=C(CN1CCc2ccccc2C1)Nc1cc(S(=O)(=O)N2CCOCC2)ccc1N1CCOCC1 in the list: D2 potentiator: 10.0; TRHR PAM: 2.0; RXFP1 ag: 0.6%; D1 agonist: -0.2; D2 agonist: 3.1; D1 antagonist: -26.8; D2 antag: -3.0; RXFP1 antag: 17.8; D1 potentiator: -7.6
O=C(Nc1nc2ccccc2[nH]1)C1CCCO1 (stereo not drawn) in the list: D2 potentiator: -2.6; TRHR PAM: 1.3; RXFP1 ag: -0.2%; D1 agonist: -0.6; D2 agonist: -0.8; D1 antagonist: 0.1; D2 antag: 14.7; RXFP1 antag: 17.2; D1 potentiator: 2.1

Next part.
SMILES | D2 potentiator | TRHR PAM | RXFP1 ag | D1 agonist | D2 agonist | D1 antagonist | D2 antag | RXFP1 antag | D1 potentiator
CCOC(=O)c1c(NC(=O)C(C)Oc2ccc(Cl)c(C)c2)sc2c1CCCC2 (stereo not drawn) | 1.2 | 2.6 | -0.1% | 2.7 | 0.3 | -24.2 | nt | -13.3 | 4.5
C/C(=N\NC(=O)CNC(=O)c1ccncc1)c1ccc(C)cc1 | -1.7 | -0.7 | 2.9% | 2.2 | -0.2 | 4.2 | -11.4 | -1.5 | -4.7
COc1ccc(C)cc1NC(=O)c1c([N+](=O)[O-])cnn1C | 1.2 | -7.2 | 0.1% | 0.3 | 0.7 | -6.0 | 0.4 | -1.2 | 0.4
CC(C)c1ccccc1NC(=O)COC(=O)Cc1ccsc1 | -10.4 | -6.3 | -0.4% | 2.1 | -0.6 | -6.9 | 10.3 | -2.6 | -4.9
Cc1ccnc(NC(=O)CCC(=O)N(CC(=O)NC2CCCCC2)Cc2ccccc2)c1 | -3.6 | -1.8 | 4.2% | -0.6 | 0.4 | -8.5 | -1.8 | -4.5 | 0.3
COc1cccc(NC(=O)CCN2CCN(C)CC2)c1 | 3.7 | 1.9 | 0.0% | 2.7 | -0.7 | 0.1 | -19.0 | -3.7 | -5.5
COc1ccc2c(CNCc3ccc(Cl)cc3)c(C(=O)O)n(Cc3ccccc3C)c2c1 | -17.9 | -0.4 | -0.5% | -0.5 | 0.9 | 10.8 | nt | -5.8 | 6.2
CCSc1nc2c(c(=O)[nH]c(=O)n2C)n1CC(O)COc1ccccc1 (stereo not drawn) | 0.2 | 0.0 | 1.8% | 2.7 | 0.4 | 8.7 | -4.6 | -17.4 | -0.5
CCOC(=O)c1cnc2[nH]c3ccccc3n2c1=O | -8.2 | -4.5 | -0.9% | 1.6 | 0.7 | 17.0 | -11.3 | -3.7 | -3.4
COc1cccc(C(=O)CN2C3=NCCCN3c3ccccc32)c1 | -7.2 | -2.9 | 0.9% | 3.7 | 0.0 | 17.8 | 16.9 | 0.2 | -2.1
Cc1ccc(CNC(=O)[C@@H](NC(=O)C2CCN(C(=O)[C@@H]3CCCN3)CC2)C(C)C)cc1 | -2.0 | -3.0 | 0.8% | 0.6 | 0.1 | 0.5 | 15.7 | nt | -2.4
O=C(Cc1ccccc1)N1CCC2(CC1)NCCc1[nH]cnc12 | 8.4 | 2.6 | -0.7% | 1.0 | 0.0 | -0.4 | -1.2 | -0.5 | 4.8
CCC(C)Nc1nc2c(c(=O)[nH]c(=O)n2C)n1CCOc1ccccc1 (stereo not drawn) | 12.0 | 0.6 | 0.7% | 2.1 | -1.2 | -11.5 | -5.9 | 1.2 | 4.3
O=C(CSc1nc2ccccc2n1Cc1ccccc1F)NCc1ccccc1 | -3.3 | -17.0 | -1.3% | 16.3 | -0.9 | 5.9 | nt | nt | -0.4

High-throughput results as filed in PubChem BioAssay.

A portion of the library, so the mix of outcomes need not match the whole.
